Source: PubChem BioAssay (several laboratories)
PostGolgi yeast: growth inhibition of a yeast mutant, post-Golgi transport screen. inhibition, % at 10 µM. post-Golgi transport phenotypic cell assay. 98,000 compounds, 0.9% hits;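 note: yeast cells grown in 1536-well plates; yeast grown about 18 h at 30C before absorbance read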
PostGolgi ctrl: inhibits growth of the yeast control strain | inhibition, % at 10 µM | efflux-deficient yeast background strain, growth absorbance A615, 16 h | AID 738 | 98,000 compounds, 5% hits
sEH activator: activators of human soluble epoxide hydrolase; P34913; purified human sEH enzymatic activity, activator screen; activation, % at 2 µM; 91,000 compounds, 0.04% hits; AID 717; in the data active = activation above about 37%; note: values of inactives mirror those of a sister screen read the other way
Target sequence (P34913 whole entry, looked up): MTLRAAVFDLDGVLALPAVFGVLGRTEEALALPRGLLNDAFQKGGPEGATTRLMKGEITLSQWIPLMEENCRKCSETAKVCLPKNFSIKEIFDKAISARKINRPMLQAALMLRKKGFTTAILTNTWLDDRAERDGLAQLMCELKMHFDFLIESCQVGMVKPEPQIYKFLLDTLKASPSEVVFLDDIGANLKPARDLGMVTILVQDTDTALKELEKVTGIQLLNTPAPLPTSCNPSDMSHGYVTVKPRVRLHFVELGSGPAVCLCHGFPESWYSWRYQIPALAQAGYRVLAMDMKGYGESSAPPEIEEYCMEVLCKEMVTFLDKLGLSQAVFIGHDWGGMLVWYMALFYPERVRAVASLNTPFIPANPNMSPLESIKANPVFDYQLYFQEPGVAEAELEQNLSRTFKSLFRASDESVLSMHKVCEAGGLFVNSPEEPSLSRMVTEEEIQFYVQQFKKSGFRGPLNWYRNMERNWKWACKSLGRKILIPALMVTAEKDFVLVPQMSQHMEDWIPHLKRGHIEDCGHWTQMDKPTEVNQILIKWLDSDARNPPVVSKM
Ecoli WT expand: blocks growth of wild type E. coli BW25113 | OD600 absorbance | growth inhibition, % at 100 µM | 98,000 compounds, 0.15% hits | AID 710;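 active = growth inhibition above about 50% at one test dose, limit read from the data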;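 note: growth measured after 20 h incubation at 37 °C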
CD11b adhes inh: CD11b/CD18-fibrinogen binding inhibition. AID 1497. K562 CD11b/CD18 adhesion to fibrinogen, ATPlite luminescence; Mn2+ added to activate the integrin. P05107+P11215. inhibition, % at 10 µM. 93,000 compounds, 0.54% hits;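 active = primary inhibition of 50% or more at 10 µM, then 40% or more on retest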; note: some results filed as inactive read as strong as hits
sEH inhibitor: inhibitors of human soluble epoxide hydrolase | P34913 | inhibition, % at 2 µM | recombinant human sEH enzymatic activity assay | 91,000 compounds, 0.34% hits; in the data active = inhibition above about 80%; note: values of inactives mirror those of a sister screen read the other way; many of its hits are not listed in these tables
PLAP act: activates human placental alkaline phosphatase | P05187 | purified PLAP enzyme, luminescent substrate read-out; hits give high values | activation fold at 20 µM | 96,000 compounds, 1.2% hits; in the data active = activation fold above about 2
S1P2 blocker: S1P2 (human) receptor antagonism; cell-based S1P2 antagonist assay, inhibition at 5 uM; O95136; inhibition, % at 5 µM; 97,000 compounds, 0.21% hits; in the data active = inhibition above about 45%;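 note: CRE beta-lactamase reporter cells expressing human S1P2 stimulated with S1P; 0% = agonist at EC80 alone and 100% = agonist plus reference antagonist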
Target sequence (O95136 whole entry, looked up): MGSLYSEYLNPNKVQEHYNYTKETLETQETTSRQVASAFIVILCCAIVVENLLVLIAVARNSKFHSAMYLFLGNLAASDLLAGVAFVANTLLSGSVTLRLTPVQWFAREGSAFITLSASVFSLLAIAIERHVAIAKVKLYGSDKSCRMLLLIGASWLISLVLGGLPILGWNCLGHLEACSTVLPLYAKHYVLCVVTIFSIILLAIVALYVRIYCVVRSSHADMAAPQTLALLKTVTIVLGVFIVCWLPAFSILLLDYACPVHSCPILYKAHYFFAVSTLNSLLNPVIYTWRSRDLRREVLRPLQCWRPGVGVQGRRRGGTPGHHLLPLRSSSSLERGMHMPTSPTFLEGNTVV
S1P2 agonist: agonists of human S1P2 receptor | O95136 | S1P2-expressing cell line, agonist reporter read-out | activation, % at 4.5 µM | 97,000 compounds, 0.46% hits | AID 729; in the data active = activation above about 16%;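 note: 0% = vehicle low control and 100% = maximal reference agonist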
Numbers without * were called inactive; . = not tested or not shown. Cut-off read from the data, not from the text of the source, unless noted: active = inhibition above about 30%; inactive = the rest.

No.	molecule	S1P2 agonist	S1P2 blocker	CD11b adhes inh	sEH inhibitor	PostGolgi ctrl
1	O=C(O)c1cccc(NC(=O)C2C3C=CC(C3)C2C(=O)O)c1 (stereo not drawn)	-7	18	16	8	10
2	O=C(CCN1CCN(Cc2ccccc2)CC1)Nc1cccc(Cl)c1	-7	10	-3	-3	9
3	CCOCCCn1c(=S)[nH]c2cc(C(=O)NCCOC)ccc2c1=O	-7	-7	-16	0	12
4	Oc1ccccc1CN1CCCN(Cc2ccccc2O)C1	-2	4	-2	-1	-16
5	Cc1cc(Oc2ccccc2)nc(N)n1	-1	-16	-12	2	4
6	CCc1ccc(-c2nn(-c3cc(Cl)ccc3[N+](=O)[O-])c(=O)c3ccccc23)cc1	-3	30	10	1	18
7	Cc1cccc(N2C(=O)CC(N3CCN(Cc4ccc5c(c4)OCO5)CC3)C2=O)c1 (stereo not drawn)	-4	11	-2	-6	4
8	COC(=O)C1(C)NC(=O)c2ccccc2N1 (stereo not drawn)	.	.	-5	.	-11
9	COc1ccc2oc(=O)c(C(=O)Oc3ccc(NC(C)=O)cc3)cc2c1	-6	3	.	-3	14
10	Nc1nc(CSCCO)nc(Nc2ccccc2)n1	-4	12	-12	-11	3
11	C=CCSC1=N/C(=C\c2cc(OC)c3c(c2)OCO3)C(=O)S1	-7	4	9	2	1
12	CCNC(=O)/C(=C/c1ccc2c(c1)OCO2)NC(=O)c1ccc(Br)cc1	0	1	9	-3	5
13	COC(=O)C1=C(CSc2nc3ccccc3o2)NC(=O)NC1c1cc(C)ccc1C (stereo not drawn)	-9	-31	2	4	49*
14	O=C(Nc1nc(-c2ccc(Cl)s2)cs1)c1ccccc1	-11	1	32	4	10
15	COc1ccc(CC(NC(C)=O)C(=O)NC2CCN(C(=O)NCc3ccccc3)CC2)cc1 (stereo not drawn)	-1	27	-7	1	7

No.	sEH activator	Ecoli WT expand	PLAP act	PostGolgi yeast
1	-10	3	0.9	4
2	1	7	1.7	15
3	1	6	1	2
4	1	6	1.3	10
5	1	-3	0.9	16
6	1	-21	1.1	-3
7	6	3	1.6	11
8	.	3	0.9	-6
9	6	-4	1	-2
10	10	5	1	1
11	0	-19	1.2	-2
12	3	-3	1	3
13	-4	10	1.1	-1
14	-5	-3	1	0
15	0	2	1.1	-1

More results:
No.	molecule	S1P2 agonist	S1P2 blocker	CD11b adhes inh	sEH inhibitor	PostGolgi ctrl
16	O=C(CCSc1ccccc1)NCCSc1ccccn1	-8	6	-9	41	-3
17	O=C(C1=C(O)C(=O)N(CCc2ccccc2)C1c1cccnc1)c1ccco1 (stereo not drawn)	-1	6	-2	-10	4
18	Cc1ccc(C(C)C)c(OCc2ccc(-c3nnco3)cc2)c1	-2	-5	3	.	-2
19	Cn1c(NCc2ccccc2O)nc2ccccc21	.	.	-10	.	-5
20	O=C1CC(SCc2nc3ccccc3[nH]2)C(=O)N1c1ccc(F)c(Cl)c1 (stereo not drawn)	1	1	-4	4	3
21	COc1ccc(-n2c(Cc3cccn3C)nnc2SCC(=O)N2CCCc3ccccc32)cc1	-12	20	15	-7	0
22	COc1ccc2c(c1)C(c1ccccc1)=NNC(c1ccco1)=N2	-2	-1	5	-3	-3
23	CCOC(CCNC(=O)c1cn(-c2cccc(C)n2)cn1)OCC	-5	4	-8	4	23
24	COc1ccccc1CNC(=O)C1CCCN(S(=O)(=O)c2cccc3cccnc23)C1 (stereo not drawn)	-4	8	-1	67	13
25	Cc1ccc2c(c1)nnn2C1CCN(C(=O)C23CC4CC(CC(C4)C2)C3)CC1	-3	-2	.	11	.
26	COc1ccccc1C(=O)N1CCN=C1SC	-8	10	-8	13	-1
27	COc1ccc(Cl)cc1C(=O)NCc1cnn(C)c1C	-2	14	.	-26	.
28	Cc1ccc(C(=O)NCCSc2snnc2C)cc1	-6	14	2	17	-2
29	CCOC(=O)N1CCN(C(=O)c2ccccc2-c2ccccc2)CC1	-1	-11	.	-10	.
30	CC1=CC(C)(C)N2C(=O)C3(C(C#N)=C(N)Oc4cc(C)oc(=O)c43)c3cc(C)cc1c32 (stereo not drawn)	-2	-12	.	-4	.

No.	sEH activator	Ecoli WT expand	PLAP act	PostGolgi yeast
16	-41	15	0.8	-11
17	11	3	1.1	1
18	.	-3	1.1	-7
19	.	13	1.1	-5
20	-7	-5	1.6	-2
21	8	-10	1.6	-3
22	6	5	1.2	5
23	-5	-4	1	0
24	-67	4	1.1	0
25	-10	.	.	.
26	-13	-9	0.8	-3
27	27	.	.	.
28	-15	2	1	28
29	10	.	.	.
30	6	.	.	.

3 compounds from above, ordered by the number in S1P2 blocker, smallest number first:
nr | SMILES | S1P2 blocker
20 | O=C1CC(SCc2nc3ccccc3[nH]2)C(=O)N1c1ccc(F)c(Cl)c1 (stereo not drawn) | 1
23 | CCOC(CCNC(=O)c1cn(-c2cccc(C)n2)cn1)OCC | 4
21 | COc1ccc(-n2c(Cc3cccn3C)nnc2SCC(=O)N2CCCc3ccccc32)cc1 | 20

(further entries)
No.	molecule	S1P2 agonist	S1P2 blocker	CD11b adhes inh	sEH inhibitor	PostGolgi ctrl
31	COc1ccc(S(=O)(=O)NC2CCCC2)cc1Br	0	-20	-7	4	12
32	O=C(CSc1oc(-c2ccco2)nc1S(=O)(=O)c1ccc(Cl)cc1)NCC1CCCO1 (stereo not drawn)	-3	-9	-18	-2	11
33	CCCNC(=O)COc1ccc(S(=O)(=O)Nc2ccc(C)cc2)cc1	0	-12	-4	3	-11
34	Cc1ccc(N=C2NC(=O)CS2)cc1	-1	-7	3	4	6
35	Clc1ccc(CSc2nnc(CNc3cccc(Cl)c3)o2)cc1	-6	-10	29	-1	45*
36	Cn1c(=O)c2c(SCC(=O)N3CCOCC3)nc(C3CC3)nc2n(C)c1=O	-5	21	-5	-1	16
37	COc1ccc(Cl)cc1C(=O)Nn1cnc2ccccc2c1=O	-6	19	.	-4	29
38	CCOC(=O)C1CCN(C(=O)Cc2cccc3ccccc23)CC1	-5	-3	.	5	.
39	CCOC(=O)CCP(=O)(O)C(O)(c1ccccc1)c1ccccc1	1	-10	-48	40	2
40	CC(=O)Nc1ccc(OCC(O)Cn2nc(C)c(C(C)=O)c2C)cc1 (stereo not drawn)	-6	7	.	-1	0
41	NS(=O)(=O)c1cccnc1Nc1c(Cl)cccc1Cl	-4	0	5	18	32*
42	CS(=O)(=O)N1CCN(C(=O)Cc2cccs2)CC1	-2	6	2	18	27
43	C=CCNc1nnc(Cl)c2ccccc12	-11	2	-37	-6	9
44	N=c1c2c(-c3ccccc3)c(-c3ccccc3)n(Cc3ccccc3)c2ncn1CCO	-4	16	.	3	18
45	O=C1CSC2=NCN(c3ccccc3)CN12	-7	8	-1	12	-1

No.	sEH activator	Ecoli WT expand	PLAP act	PostGolgi yeast
31	0	3	0.8	2
32	3	-8	1.7	37*
33	-4	-2	0.9	4
34	-6	4	1	1
35	-1	-8	0.3	16
36	0	0	1	0
37	5	-6	1	-2
38	-2	.	.	.
39	-38	-1	1	-8
40	-1	6	1.1	-3
41	-16	-1	1.2	-7
42	-16	-3	1	2
43	10	16	1	-13
44	0	19	1.4	23
45	-9	-4	0.9	11

Going on with the list:
No.	molecule	S1P2 agonist	S1P2 blocker	CD11b adhes inh	sEH inhibitor	PostGolgi ctrl
46	O=C(CSc1nc2ccccc2[nH]1)NC(=O)NCc1ccco1	.	.	-1	.	19
47	CC(C(=O)Nc1ccccc1C(=O)N1CCOCC1)N(c1ccccc1)S(C)(=O)=O (stereo not drawn)	-4	-9	.	-3	.
48	N#CC1=C(N)C(C#N)(C#N)[C@H](c2ccncc2)[C@H]2CC3(CC=C12)OCCO3	-10	9	1	4	17
49	CCCOC(=O)Nc1ccccc1C(N)=O	-1	1	-13	-1	-1
50	O=C(CN1C(=O)c2cccc3cccc1c23)NCc1cccnc1	-3	-12	-19	-2	0
51	CCOc1ccc(N(CC(=O)NC2CCCC2)S(=O)(=O)c2c(C)noc2C)cc1	-1	-13	1	11	8
52	O=C(COc1ccccc1)N1CCN(C(=O)c2cccs2)CC1	.	.	-7	.	8
53	Cc1ccc(/C=N/n2cnc3sc(-c4ccccc4)cc3c2=O)o1	-3	-19	3	6	2
54	CCCCCn1c(=O)[nH]c2cc(C(=O)NCCN3CCOCC3)ccc2c1=O	-6	16	.	15	.
55	CCC(C)NC(=O)Cn1nc([N+](=O)[O-])c(Cl)c1C (stereo not drawn)	-7	8	-31	-7	-2
56	CCOC(=O)c1c(C)c(C(=O)Nc2ccc3c(c2)OCCO3)c(C)n1CC	-12	-5	2	6	11
57	CCC(C)c1ccc(NC(=S)NCc2cccs2)cc1 (stereo not drawn)	0	-9	10	24	7
58	CCCC1Cc2c(sc3nc(SC)nc(N)c23)CO1 (stereo not drawn)	-4	4	-25	-8	15

No.	sEH activator	Ecoli WT expand	PLAP act	PostGolgi yeast
46	.	9	1.6	13
47	9	.	.	.
48	-3	5	1.2	4
49	2	-1	0.9	-10
50	2	10	0.8	-8
51	-9	-3	1.1	2
52	.	-2	0.8	4
53	-6	0	0.9	65*
54	-12	.	.	.
55	10	7	1	4
56	-5	-7	1.1	-1
57	-23	-3	0.9	-10
58	10	-13	0.9	3

13 entries already listed, arranged by heavy-atom count, low to high:
No.	molecule	S1P2 agonist	S1P2 blocker	CD11b adhes inh	sEH inhibitor	PostGolgi ctrl
43	C=CCNc1nnc(Cl)c2ccccc12	-11	2	-37	-6	9
45	O=C1CSC2=NCN(c3ccccc3)CN12	-7	8	-1	12	-1
42	CS(=O)(=O)N1CCN(C(=O)Cc2cccs2)CC1	-2	6	2	18	27
41	NS(=O)(=O)c1cccnc1Nc1c(Cl)cccc1Cl	-4	0	5	18	32*
57	CCC(C)c1ccc(NC(=S)NCc2cccs2)cc1 (stereo not drawn)	0	-9	10	24	7
52	O=C(COc1ccccc1)N1CCN(C(=O)c2cccs2)CC1	.	.	-7	.	8
38	CCOC(=O)C1CCN(C(=O)Cc2cccc3ccccc23)CC1	-5	-3	.	5	.
40	CC(=O)Nc1ccc(OCC(O)Cn2nc(C)c(C(C)=O)c2C)cc1 (stereo not drawn)	-6	7	.	-1	0
48	N#CC1=C(N)C(C#N)(C#N)[C@H](c2ccncc2)[C@H]2CC3(CC=C12)OCCO3	-10	9	1	4	17
54	CCCCCn1c(=O)[nH]c2cc(C(=O)NCCN3CCOCC3)ccc2c1=O	-6	16	.	15	.
51	CCOc1ccc(N(CC(=O)NC2CCCC2)S(=O)(=O)c2c(C)noc2C)cc1	-1	-13	1	11	8
47	CC(C(=O)Nc1ccccc1C(=O)N1CCOCC1)N(c1ccccc1)S(C)(=O)=O (stereo not drawn)	-4	-9	.	-3	.
44	N=c1c2c(-c3ccccc3)c(-c3ccccc3)n(Cc3ccccc3)c2ncn1CCO	-4	16	.	3	18

No.	sEH activator	Ecoli WT expand	PLAP act	PostGolgi yeast
43	10	16	1	-13
45	-9	-4	0.9	11
42	-16	-3	1	2
41	-16	-1	1.2	-7
57	-23	-3	0.9	-10
52	.	-2	0.8	4
38	-2	.	.	.
40	-1	6	1.1	-3
48	-3	5	1.2	4
54	-12	.	.	.
51	-9	-3	1.1	2
47	9	.	.	.
44	0	19	1.4	23
